Source: PubChem (National Center for Advancing Translational Sciences (NCATS))
TSHR antag – blocks TSH signaling through the human TSH receptor; TSHR-expressing cells, TSH-stimulated cAMP HTRF, 2 h; stronger effect = lower value; P16473; AID 504810; actives 0.2% (n = 330,000); activity change, negative = inhibition, % at 11.5 µM;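 active = activity change below a set negative limit, meaning inhibition stronger than a set level, cut at about -70% in these data; inconclusive = activity change between two set negative limits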; also: % is scaled to controls: 0 for no effect and ±100 for the full control effect
Target sequence (P16473 whole entry, looked up): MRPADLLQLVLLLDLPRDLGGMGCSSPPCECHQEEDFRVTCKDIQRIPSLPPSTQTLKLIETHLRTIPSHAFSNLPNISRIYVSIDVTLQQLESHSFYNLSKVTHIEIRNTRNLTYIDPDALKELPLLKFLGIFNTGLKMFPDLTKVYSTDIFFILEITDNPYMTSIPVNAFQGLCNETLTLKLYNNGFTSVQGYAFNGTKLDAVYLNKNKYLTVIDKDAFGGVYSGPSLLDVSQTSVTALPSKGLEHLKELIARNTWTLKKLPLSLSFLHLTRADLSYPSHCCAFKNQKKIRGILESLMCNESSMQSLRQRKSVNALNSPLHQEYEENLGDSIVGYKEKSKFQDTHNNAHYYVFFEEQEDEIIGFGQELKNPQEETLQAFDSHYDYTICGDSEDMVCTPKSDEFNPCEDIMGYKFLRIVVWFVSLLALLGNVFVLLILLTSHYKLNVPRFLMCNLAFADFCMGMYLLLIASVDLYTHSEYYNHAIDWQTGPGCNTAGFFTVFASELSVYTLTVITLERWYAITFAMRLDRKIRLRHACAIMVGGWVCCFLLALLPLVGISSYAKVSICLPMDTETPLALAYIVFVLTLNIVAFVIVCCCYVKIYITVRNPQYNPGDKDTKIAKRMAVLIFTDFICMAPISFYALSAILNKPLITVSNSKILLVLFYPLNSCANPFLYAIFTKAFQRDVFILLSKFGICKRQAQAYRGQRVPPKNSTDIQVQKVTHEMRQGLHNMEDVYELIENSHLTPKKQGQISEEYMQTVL
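Freshly harvested TSHR cells receive pin-tooled compound, then EC80 TSH at 4nM final. After 2 hours at 37 deg C, antibody in lysis buffer and cAMP-d2 are added; 30 minutes at ambient temperature precede the HTRF read.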
MLL CXXC-DNA inh – MLL CXXC-DNA interaction inhibition; MLL-CXXC / FITC-HOXA9 DNA fluorescence polarization; Potency, µM (top dose mostly 115 µM), for inactives: at the top dose activity change, negative = inhibition, actives largely listed as inhibitors; actives 0.037% (n = 290,000); AID 2662; active = well fitted inhibition curve with a large enough effect in the polarisation, with a control signal flat, not every such curve was filed as active; inconclusive = small, poorly fitted or top-dose-only effect, or effect the other way, or a change in a side signal; inactive = no such curve, though single readings can be large or run the other way; the % refers to the polarisation; also: potency is read from the fitted curve at half-maximal effect
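Steps: dispense CXXC domain solution (7 uM) → pin compounds or unlabeled HOX-A9 DNA control → 5 min ambient → add FLSN-HOX-A9 solution (50 nM) → spin → 30 min ambient → fluorescence polarization. Tris pH 7.5/NaCl/DTT/BSA buffer.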
Mito fusion act – inhibitors of mitochondrial division or activators of mitochondrial fusion | S. cerevisiae fusion-defective mutant growth rescue, CellTiterGlo 48 h | actives 0.23% (n = 320,000) | AID 485298 | Potency, µM (top dose mostly 46.1 µM), inactives show top-dose growth rescue (activation), most hits filed as activators;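 also: potency is read from the fitted curve at half-maximal effect; % of control where 0% means no effect; nearly all actives have a fitted effect of over 45% in size; temperature-sensitive fusion mutants such as fzo1-1 at 37 °C on non-fermentable ethanol glycerol medium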
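Yeast fusion mutant, YPEG (non-fermentable carbon), compound, 48 h at 37C non-permissive; CellTiterGlo added, 10 min RT, luminescence read. Rescued growth = division inhibition.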
Integrin act MD – integrin-mediated muscular dystrophy alleviation activation; alpha7betagal myoblasts, beta-gal FDG fluorescence, 48 h; Potency, µM (titrated, usually from 38.3 µM), for inactives: at the top dose activation, usual class: activators; actives 0.064% (n = 350,000); AID 624291;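 also: potency is read from the fitted curve at half-maximal effect; 100% = response of the positive control SU9516; nearly all actives have a fitted effect of over 60% in size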
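alpha7betagal+/- myoblasts (passage 13, 250/well) treated 48 h at 37C with compounds at 1:260 dilution of DMSO stock. Lysed, then beta-galactosidase activity read as FDG fluorescence (ex 480/em 540) after 30 min, with pre-read for autofluorescence.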
MBNL1-CUG inh – MBNL1-poly(CUG) RNA binding inhibition; Q9NR56; TR-FRET MBNL1-His/biotin-(CUG)12 binding, 665/545 ratio; Potency, µM (series often up to 57.5 µM), for the others: at the top dose activity change, negative = inhibition, hits mostly inhibitors; actives 0.036% (n = 280,000); active = well fitted inhibition curve with a large enough effect in the signal ratio, with a control signal flat, not every such curve was filed as active; inconclusive = small, poorly fitted or top-dose-only effect, or effect the other way, or a change in a side signal; inactive = no such curve, though single readings can be large or run the other way; the % refers to the signal ratio; also: potency is read from the fitted curve at half-maximal effect; % is scaled to controls: 0 for no effect and ±100 for the full control effect
Target sequence (Q9NR56 whole entry, looked up): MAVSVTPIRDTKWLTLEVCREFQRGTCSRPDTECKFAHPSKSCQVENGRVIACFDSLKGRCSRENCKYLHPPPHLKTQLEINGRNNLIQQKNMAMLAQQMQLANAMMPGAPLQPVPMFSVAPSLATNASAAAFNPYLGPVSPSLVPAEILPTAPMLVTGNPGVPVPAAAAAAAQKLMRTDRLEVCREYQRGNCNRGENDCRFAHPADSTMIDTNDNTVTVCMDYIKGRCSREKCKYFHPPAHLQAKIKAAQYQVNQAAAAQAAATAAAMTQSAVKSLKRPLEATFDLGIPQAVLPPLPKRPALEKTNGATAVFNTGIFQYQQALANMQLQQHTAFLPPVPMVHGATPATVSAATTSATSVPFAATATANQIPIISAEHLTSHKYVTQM
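Compound titration spanned 92 nM–58 uM against the MBNL1-His/biotin-(CUG)12 complex. After 60 min at room temperature with 5 nM streptavidin-XL665 and 0.055 ng/ul terbium anti-His, ratiometric 665/545 nm emission (Ex 340 nm) normalized to controls.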
TSG101-PTAP inh – blocks PTAP/TSG101 interaction to inhibit HIV-1 budding. Q99816. Fluorescence polarization, FITC-PTAP peptide / Tsg101 binding. Potency, µM (titrated, usually from 115 µM), inactives show top-dose activity change, negative = inhibition, usual class: inhibitors. 340,000 tested, under 10 active. AID 493005; active = well fitted inhibition curve with a large enough effect in the main read-out, with a control signal flat, not every such curve was filed as active; inconclusive = small, poorly fitted or top-dose-only effect, or effect the other way, or a change in a side signal; inactive = no such curve, though single readings can be large or run the other way; also: potency is read from the fitted curve at half-maximal effect; % of control where 0% means no effect
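Fluorescence polarization binding of Tsg101 binding domain (10 uM final) to FITC-labeled PTAP peptide (50 nM final) in HEPES pH 7.5 buffer with NaCl, Tween 20, EDTA, TCEP. Compounds added before peptide; binding 20 min at RT.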
ASM inhibitor – human S-ASM enzyme inhibition; P17405; actives 0.006% (n = 340,000); AID 504937; Potency, µM (top dose mostly 57.5 µM), for the others: at the highest dose activity change, negative = inhibition, hits mostly inhibitors; placental ASM, HMU-PC fluorogenic substrate, 60 min; also: potency is read from the fitted curve at half-maximal effect
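qHTS format. ASM enzyme prepared from human placenta hydrolyses the fluorogenic substrate HMU-PC0 (9 uM final) over 60 min at 37 °C after a 10 min compound preincubation.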
Menin-MLL TR inh – menin-MLL binding inhibition, Texas Red mutant peptide; O00255; Menin + Texas Red MLL mutant peptide, fluorescence polarization; Potency, µM (top dose mostly 61.6 µM), for the others: top-dose FP activity change, negative = inhibition, usual class: inhibitors; actives 0.23% (n = 270,000); active = well fitted inhibition curve with a large enough effect in the polarisation, with a control signal flat, not every such curve was filed as active; inconclusive = small, poorly fitted or top-dose-only effect, or effect the other way, or a change in a side signal; inactive = no such curve, though single readings can be large or run the other way; the % refers to the polarisation; also: potency is read from the fitted curve at half-maximal effect; % of control where 0% means no effect; many of its hits are not listed in these tables
TCR act – T cell receptor activation; Potency, µM (highest dose often 9.22 µM), for the others: at the highest dose activation of IL-2 secretion, hits mostly activators; primary human leukocytes, anti-CD3, IL-2 HTRF, 48 h; 330,000 tested, under 10 active; also: % of control where 0% means no effect
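Readout: HTRF IL-2, Eu-cryptate/d2 antibody pair, 320nm excitation, 665nm emission. Stimulus: a-CD3 beads, no co-stimulation. Cells: primary human leukocytes. Exposure: 48 hr with compound.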
AT treatment – potential ataxia-telangiectasia treatment. […] A-T fibroblasts, KAP-1 phosphorylation AlphaLISA; neocarzinostatin DNA damage 30 min before lysis. Potency, µM (doses to about 57.5 µM), inactives show at the highest dose activation, most hits filed as activators. actives 0.19% (n = 320,000). AID 485349; also: potency is read from the fitted curve at half-maximal effect; % of control where 0% means no effect; nearly all actives have a fitted effect of over 45% in size
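ATM-like activity read as KAP-1 phosphorylation via AlphaLISA donor/acceptor antibody pairs after lysis and 6 hr at 25C. Cells were ATM-null patient fibroblasts ([…], hTERT), dosed 60 min, then exposed to the DSB inducer NCS for 30 min.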
* hit, by the source's call; ? = inconclusive; nt = not tested or not shown; [ ] = dose if it differs, or a comment. Unless noted, calls follow the shape of the dose curve; as a rule, active = well fitted curve in the direction sought with a large enough effect; inconclusive = small, poorly fitted or top-dose-only effect, or another doubt; inactive = no such curve, though single readings can be large; an effect the other way counts as inactive or inconclusive. A portion of the library; the hit share may differ from the screen's.

SMILES | TSHR antag | MLL CXXC-DNA inh | Mito fusion act | Integrin act MD | MBNL1-CUG inh | TSG101-PTAP inh | ASM inhibitor | Menin-MLL TR inh | TCR act | AT treatment
COc1cc(/C=C/C(=O)OCC(=O)NCCc2ccc(S(N)(=O)=O)cc2)ccc1OCC#N | 0 | nt | 0% | 39% | nt | -5% | 5% | nt | 2% | 3%
Cc1csc(SCC(=O)Nc2ccc(F)cc2Cl)n1 | nt | nt | nt | 11% | nt | -2% | 0% | nt | 1% | 5%
Cc1nc2c(=O)n(C)c(=O)[nH]c2n1Cc1ccccc1 | 3 | -5% | 8% | 12% | 4% | -3% | 33%[activator] | 0% | 1% | -3%
COc1ccc(OC)c(C(=O)COC(=O)COc2ccccc2F)c1 | 4 | nt | 3% | 5% | nt | 0% | 0% | nt | -3% | 0%
C=CCN1C(=O)c2ccccc2Sc2ccc(C(=O)NC(C)C)cc21 | 1 | 0% | 25% | 0% | 3% | -2% | 1% | -20% | -1% | 6%
COCCNC(=O)c1cc2oc3ccccc3c2n1C | -1 | -7% | -9% | 30% | 2% | -5% | 4% | nt | 1% | -4%
O=C(Nc1nnc(-c2ccc(Cl)cc2)o1)c1cccc(N2C(=O)CCC2=O)c1 | -10 | -5% | -2% | 16% | nt | -4% | 2% | 0% | -1%[46.1 µM] | -1%
CC1Cc2ccccc2N1C(=O)CSc1nc2c(c(=O)n(C)c(=O)n2C)n1Cc1ccc(F)cc1 (centres undefined) | nt | nt | nt | 12% | nt | -2% | -1% | nt | 4% | nt
COCCOC(=O)C1=C(C)NC(=O)NC1c1c(Cl)nc2c(C)cccn2c1=O (centres undefined) | 5 | -5% | 2% | nt | 3% | nt | nt | -17% | 2%[46.1 µM] | 1%
CC(=O)N(c1cccc(C)c1)S(=O)(=O)c1ccc(Cl)cc1 | -1 | 20% | -3% | 15% | -7% | -2% | 3% | -5% | -3% | 1%
CN(CCO)C(=O)CCC(=O)Nc1ccc(S(N)(=O)=O)cc1 | 16 | 3% | -2% | 4% | -3% | 1% | 5% | -9% | 11% | -2%
CCc1ccc2c(c1)C1(NN=C(c3ccc(C)cc3)S1)C(=O)N2 (centres undefined) | 10 | 3% | -3% | -11% | ? | 2% | ? | -2% | -9%[46.1 µM] | -4%
O=C(O)c1ccc(NCc2ccc(Br)cc2)cc1 | -4 | ? | 5% | -8% | -2% | -4% | -10% | 24% | -2% | -3%
Cc1cc(=O)[nH]c(SCC(=O)NNC(=O)Cc2ccccc2)n1 | 10 | 13% | -5% | 11% | 2% | -2% | 2% | 3% | nt | 3%
Oc1c(N=NC(=S)Nc2ccccc2F)c2ccccc2n1Cc1ccccc1Cl | -5 | -3% | -4% | -2% | -1% | -5% | -16% | ? | 0% | -10%
Cc1ccc(C(=O)Nc2ccccc2N2CCCC2)cc1S(=O)(=O)N1CCOCC1 | -15 | nt | 11% | 13% | nt | 1% | -1% | nt | 6% | 7%
O=C(CSc1ccc(Cl)cc1)Nc1cccc(-c2nc3ncccc3o2)c1 | -2 | -11% | 2% | -2% | 9% | -9% | -18% | -6% | 5% | -15%
C=CCOc1ccc(-c2n[nH]c(=S)o2)cc1 | -12 | -3% | 15% | 8% | -2% | -4% | 1% | 7% | nt | -6%[11.5 µM]
COc1ccccc1CCC(=O)OCC(=O)Nc1c(C)nn(-c2ccccc2)c1C | -6 | nt | -3% | 39% | nt | 2% | 3% | nt | -2% | -8%
CCOC(=O)/C(C#N)=C1/C=C(C)NC(c2ccccc2O)=N1 | ? | -24% | 12% | -28% | -1% | -9% | -1% | ? | nt | 10%
CC(C)(C)c1ccc(OC2=CS(=O)(=O)c3ccccc32)cc1 | -33 | 19% | ? | -33% | 4% | 1% | -4% | 6% | 1% | 2%
O=C(Nc1ccc(NC(=O)c2cccnc2Cl)cc1)c1cccc(Cl)c1 | 6 | 1% | 5% | 0% | 2% | 1% | -3% | ? | -5% | 5%
O=C(O)C(Cc1c[nH]c2ccccc12)N1C(=O)C2C3c4ccccc4C(c4ccccc43)[C@@H]2C1=O (some centres undefined) | 1 | -9% | -7% | 0% | -3% | -1% | 1% | nt | 4% | -8%
Cc1cccc(NC(=O)c2cc(NC(=O)c3ccco3)ccc2Cl)n1 | -1 | -14% | 4% | -1% | 2% | 1% | -2% | 16% | -2% | 16%
CN(CC(=O)Nc1cccc(F)c1)C(=O)CCc1nc2sc3c(c2c(=O)[nH]1)CCCC3 | 6 | nt | -2% | 1% | nt | 2% | -1% | nt | -3% | 5%
Cc1c(Nc2c3ccccc3nc3ccccc23)c(=O)n(-c2ccccc2)n1C | 0 | 2% | -2% | 23% | 14% | 0% | 140%[activator] | nt | -2% | 0%
CC1(C)CC(O)CC(C)(C)N1CC(O)COCCOc1ccc(Br)cc1 (centres undefined) | -25 | 10% | 0% | 12% | -18% | -2% | 4% | 1% | 8% | -1%
O=C1/C(=N\S(=O)(=O)c2cccs2)C([n+]2ccc(CCCc3ccccc3)cc2)=C([O-])c2ccccc21 | 21 | -29% | 3% | -30% | ? | -4% | -2% | nt | 10% | 1%
CC(C)N1CCN(Cc2ccoc2)CC1CCO (centres undefined) | 14 | -1% | 7% | -26% | -4% | -2% | 3% | 9% | -1% | 0%[11.5 µM]
COc1ccc(NC(=O)CN(C)C(=O)/C=C/c2ccc(S(=O)(=O)N3CCCCCC3)cc2)cc1 | nt | nt | 4% | -25% | nt | -3% | -1% | nt | 1% | 0%
Cc1ccccc1CNC(=O)c1ccccc1 | 2 | 2% | 2% | -6% | -15% | -5% | -1% | -4% | nt | 0%
COc1cccc(C(=O)NNS(=O)(=O)c2ccc(C)cc2)c1 | 8 | -3% | 0% | -8% | -5% | -7% | -1% | -7% | 4% | -10%
O=C(COC(=O)C1CCC1)NCc1ccc(F)cc1 | 3 | nt | -2% | 4% | nt | -6% | 2% | nt | 5% | 3%
CCN(CC)c1ccc(/C=N/N2CCN(Cc3ccccc3)CC2)c(O)c1 | 2 | 8% | 3% | -26% | nt | 2% | 8% | -12% | 0% | -5%
N#Cc1ccc(CSc2ccccn2)c(Cl)c1 | -11 | 3% | 3% | ? | 6% | -5% | -2% | 0% | -2% | 17%
CC(=NCCCN(C)C)C1=C(O)c2ccccc2C1=O | 4 | 3% | 0% | -18% | ? | -5% | -1% | 0% | -1% | -2%
O=c1c(-c2ccc(Cl)cc2)[n+]([O-])c2ccccc2n1OCc1nc2ccccc2[nH]1 | -3 | -6% | 4% | -19% | nt | -9% | 35%[activator] | nt | 3% | -3%
Cn1c(CNC(=O)c2ccco2)nnc1SCC(=O)c1ccc(F)cc1 | 1 | -2% | -1% | -18% | -1% | -1% | 4% | nt | 3% | 11%
C=CC(C)(C)c1[nH]cnc1/C=C1\NC(=O)C(C(C)C)NC1=O (centres undefined) | -2 | 8% | -13% | -39% | 14% | 0% | 1% | nt | -3% | -62%[inhibitor]
O=C(c1cc(-c2ccc(Br)cc2)nc2ccccc12)N1CCC1 | -1 | nt | 14% | -37% | nt | 0% | 8% | nt | 1% | 4%
CC1=NN(c2ccc(C(F)(F)F)cn2)C(=O)C1 | 0 | 4% | -8% | 16% | -4% | 2% | 2% | 5% | -6% | -7%
Cc1[nH]c(=O)[nH]c(=O)c1S(=O)(=O)N1CCCC(C(=O)NCc2ccco2)C1 (centres undefined) | 0 | 7% | 4% | 0% | -4% | -4% | 0% | 6% | 12% | -2%
CC(CCc1ccccc1)NC(=S)NC(=O)c1ccco1 (centres undefined) | 4 | -5% | 7% | -29% | 6% | -11% | -1% | 23% | 2% | 2%
CCc1ccc(OCC(=O)N2CCN=C2c2ccccc2)cc1 | 10 | 10% | 0% | 12% | -2% | 0% | 3% | 0% | 0% | -6%
Cc1nc(=O)c(-c2ccccc2)c(C)n1-c1ccccc1C(=O)O | 6 | 11% | -6% | ? | -7% | 0% | -2% | -11% | -6% | 7%
COC(=O)c1ccc(NC(=O)C2CCN(C(=O)Nc3ccccc3)CC2)cc1 | 17 | nt | 1% | -34% | nt | -3% | 1% | nt | 1% | -10%
CCOC(=O)C1=NN(C(C)=O)C2(CC(=O)N(c3cccc(C)c3)C2=O)C1 (centres undefined) | 0 | -29% | -3% | -3% | -7% | -1% | 0% | -16% | -4%[46.1 µM] | 3%
COc1ccc(C(=O)Cn2c(N3CCCCC3)nc3c2c(=O)n(C)c(=O)n3C)cc1OC | nt | nt | nt | -4% | nt | -2% | -1% | nt | -1% | nt
